Compound activity as filed in PubChem BioAssay.
AT treatment: potential ataxia-telangiectasia treatment; […] A-T fibroblasts, KAP-1 phosphorylation AlphaLISA; neocarzinostatin DNA damage 30 min before lysis; Potency, µM (top dose mostly 57.5 µM), inactives show top-dose activation, hits mostly activators; actives 0.19% (n = 320,000); note: potency is the fitted concentration of half-maximal effect; % of control where 0% means no effect; nearly all actives have a fitted effect of over 45% in size
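ATM-like activity read as KAP-1 phosphorylation via AlphaLISA donor/acceptor antibody pairs after lysis and 6 hr at 25C. Cells were ATM-null patient fibroblasts ([…], hTERT), dosed 60 min, then exposed to the DSB inducer NCS for 30 min.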
MBNL1 CUG block: blocks human MBNL1 binding to CUG repeat RNA | Q9NR56 | TR-FRET MBNL1-His/biotin-(CUG)12 binding, 665/545 ratio | Potency, µM (titrated, usually from 57.5 µM), for the others: at the top dose activity change, negative = inhibition, most hits filed as inhibitors | actives 0.036% (n = 280,000) | AID 2675; active = well fitted inhibition curve with a large enough effect in the signal ratio, with a control signal flat, not every such curve was filed as active; inconclusive = small, poorly fitted or top-dose-only effect, or effect the other way, or a change in a side signal; inactive = no such curve, though single readings can be large or run the other way; the % refers to the signal ratio; note: potency is the fitted concentration of half-maximal effect; % is set by controls: 0 for no effect and ±100 for the full control effect
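TR-FRET between His-tagged MBNL1 and biotin-(CUG)12 RNA, detected with Tb anti-His antibody (0.055 ng/ul) and streptavidin-XL665 (5 nM), 60 min at room temperature. Compounds titrated 92 nM to 58 uM; 665/545 nm ratio normalized to buffer and complex controls.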
CXXC DNA block: inhibitors of human MLL CXXC domain-DNA interaction | actives 0.037% (n = 290,000) | AID 2662 | Q03164 | Potency, µM (doses to about 115 µM), for the others: at the highest dose activity change, negative = inhibition, hits mostly inhibitors | MLL-CXXC / FITC-HOXA9 DNA fluorescence polarization; active = well fitted inhibition curve with a large enough effect in the polarisation, with a control signal flat, not every such curve was filed as active; inconclusive = small, poorly fitted or top-dose-only effect, or effect the other way, or a change in a side signal; inactive = no such curve, though single readings can be large or run the other way; the % refers to the polarisation; note: potency is the fitted concentration of half-maximal effect
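Steps: dispense CXXC domain solution (7 uM) → pin compounds or unlabeled HOX-A9 DNA control → 5 min ambient → add FLSN-HOX-A9 solution (50 nM) → spin → 30 min ambient → fluorescence polarization. Tris pH 7.5/NaCl/DTT/BSA buffer.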
GALK inhibitor: galactokinase (human) inhibition; P51570; Purified GALK, Kinase-Glo residual ATP luminescence; Potency, µM (top dose mostly 57.5 µM), without a hit: at the top dose activity change, negative = inhibition, usual class: inhibitors; actives 0.007% (n = 270,000); note: potency is the fitted concentration of half-maximal effect; % is set by controls: 0 for no effect and ±100 for the full control effect
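GALK at 5 nM final was combined with compound, 35 uM ATP and 100 uM galactose in HEPES pH8.0 with MgCl2 and DTT. The reaction ran one hour at room temperature before luminescent ATP detection.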
a7 integrin act: activators of alpha7 integrin expression for muscular dystrophy. alpha7betagal myoblasts, beta-gal FDG fluorescence, 48 h. Potency, µM (top dose mostly 38.3 µM), for inactives: at the highest dose activation, usual class: activators. actives 0.064% (n = 350,000). AID 624291;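 note: potency is the fitted concentration of half-maximal effect; 100% = response of the positive control SU9516; nearly all actives have a fitted effect of over 60% in size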
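alpha7betagal+/- myoblasts (passage 13, 250/well) treated 48 h at 37C with compounds at 1:260 dilution of DMSO stock. Lysed, then beta-galactosidase activity read as FDG fluorescence (ex 480/em 540) after 30 min, with pre-read for autofluorescence.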
KCNH2 WT inh: KCNH2 (human, wildtype) channel inhibition | U2OS, BacMam KCNH2, thallium flux FluxOr; stronger effect = lower value | activity change, % at 1.84 µM | actives 0.37% (n = 340,000);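 active = maximum activity change below -70%; inconclusive = maximum activity change between -70% and -50%; inactive = maximum activity change above -50%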; note: % is set by controls: 0 for no effect and ±100 for the full control effect
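U2OS cells were transduced with wild-type KCNH2 virus (2.03 x 10^8 / mL) for 4 h at room temperature, then cultured overnight at 37 C. Thallium flux was read with FluxOr dye. Rate constants were normalized to DMSO controls.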
Coupling enz: counter-screen for Giardia aldolase inhibitors: coupling enzyme system; AID 2472; coupling enzyme system counterscreen, AmpLite Red fluorescence; activity change, negative = inhibition, % at 58.2 µM, hits read low; actives 0.67% (n = 290,000); in the data active = activity change below about -30%; note: % is set by controls: 0 for no effect and ±100 for the full control effect
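Fluorescence at 525 nm excitation and 598 nm emission measured inhibition of the coupled detection system without aldolase. Compounds (at 57.5 uM final) were preincubated 10 min at room temperature with coupling enzyme reagent before a 20 min substrate/AmpLite Red step.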
TRPV1 ag: agonists of human vanilloid receptor 1 (TRPV1); Q8NER1; TRPV1-expressing cells, Fluo-8 calcium influx, agonist mode; activation, % at 8.33 µM; actives 0.19% (n = 320,000); AID 540275; in the data active = activation above about 80%; inconclusive = between about 30% and that limit; note: 0% is about no effect
Target sequence (Q8NER1 whole entry, looked up): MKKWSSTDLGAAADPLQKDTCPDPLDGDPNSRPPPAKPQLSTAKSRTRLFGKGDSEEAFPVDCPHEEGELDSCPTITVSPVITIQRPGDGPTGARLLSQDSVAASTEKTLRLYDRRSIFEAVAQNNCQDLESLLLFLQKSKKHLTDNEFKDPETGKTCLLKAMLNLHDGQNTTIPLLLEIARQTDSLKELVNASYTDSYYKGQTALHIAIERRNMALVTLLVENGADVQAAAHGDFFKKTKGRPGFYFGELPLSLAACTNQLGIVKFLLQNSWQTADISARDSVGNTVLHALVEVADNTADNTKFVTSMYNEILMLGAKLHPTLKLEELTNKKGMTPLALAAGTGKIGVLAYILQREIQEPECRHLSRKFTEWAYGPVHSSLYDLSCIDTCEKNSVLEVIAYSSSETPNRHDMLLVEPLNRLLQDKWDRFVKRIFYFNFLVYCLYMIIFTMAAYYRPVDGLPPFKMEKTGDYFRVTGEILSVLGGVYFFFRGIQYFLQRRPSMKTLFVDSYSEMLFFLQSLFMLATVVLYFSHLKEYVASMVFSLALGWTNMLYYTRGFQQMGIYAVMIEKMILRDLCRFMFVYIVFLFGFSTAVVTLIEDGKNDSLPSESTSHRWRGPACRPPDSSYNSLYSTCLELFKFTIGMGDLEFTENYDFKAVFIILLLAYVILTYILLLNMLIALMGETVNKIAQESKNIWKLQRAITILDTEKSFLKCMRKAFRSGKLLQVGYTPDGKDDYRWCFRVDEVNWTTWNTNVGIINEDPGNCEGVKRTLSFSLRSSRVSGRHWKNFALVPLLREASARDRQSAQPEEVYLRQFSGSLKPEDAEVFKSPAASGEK
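TRPV1-expressing cells were cultured overnight at 35.5C and loaded with Fluo-8 calcium dye for 40 to 90 min at room temperature. After a 10 s baseline, compound was added and calcium influx was read kinetically for 3 min (ex 480/em 520 nm).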
S-ASM inh: human S-ASM enzyme inhibition; P17405; placental ASM, HMU-PC fluorogenic substrate, 60 min; Potency, µM (highest dose often 57.5 µM), without a hit: at the top dose activity change, negative = inhibition, hits mostly inhibitors; actives 0.006% (n = 340,000); AID 504937; note: potency is the fitted concentration of half-maximal effect
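Fluorogenic HMU-PC substrate (9 uM final) is turned over by placental ASM in 60 min at 37 C after a 10 min compound preincubation. Reaction ended by alkaline stop (pH 10), with fluorescence read at 386/447 nm.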
KCNH2 3.1 inh: blocks the human KCNH2 3.1 channel isoform | U2OS KCNH2 3.1, thallium flux FluxOr; stronger effect = lower value | activity change, % (tested at about 1.8 µM) | actives 0.95% (n = 340,000);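 active = maximum activity change below -70%; inconclusive = maximum activity change from -70% to -50%; inactive = maximum activity change above -50%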;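 note: thallium influx rate constant from kinetic fluorescence after stimulation buffer; % is set by controls: 0 for no effect and ±100 for the full control effect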
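Thallium flux via FluxOr fluorescence (Red40 quencher, 45 min loading) in U2OS cells virally expressing the KCNH2 3.1 isoform (1.77 x 10^8 /mL virus, overnight at 37 C). Rate constants from 2-min kinetic reads post-stimulation, normalised to positive and negative controls.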
An asterisk follows results filed as active; ? = inconclusive; / = not tested or not shown; [ ] = another dose, or the depositor's remark. Unless noted, calls come from the whole dose curve; as a rule, active = well fitted curve in the direction sought with a large enough effect; inconclusive = small, poorly fitted or top-dose-only effect, or another doubt; inactive = no such curve, though single readings can be large; an effect the other way counts as inactive or inconclusive.

SMILES	AT treatment	MBNL1 CUG block	CXXC DNA block	GALK inhibitor	a7 integrin act	KCNH2 WT inh	Coupling enz	TRPV1 ag	S-ASM inh	KCNH2 3.1 inh
CCOC(=O)Cn1nc(/C=C/c2ccc(C)cc2)ccc1=O	-1.9%	?	0.6%	-4.3%	4.6%	-10.5	-2.2	10.4	17.6%	-12.5
CSc1cccc(NC(=O)OC2CCCCCCCCCCC2)c1	-1.1%	14.6%	0.9%	-0.8%	-4.7%	-4.8	-3.0	?	-5.1%	-18.2
COc1ccc(OC)c(S(=O)(=O)Nc2ccc(C)c(C)c2)c1	/	-1.1%	2.2%	2.9%	-16.1%[7.66 µM]	-1.1	-7.2	0.0	2.9%	-6.1
O=C(O)c1ccc(NNC(=S)Nc2cc(C(F)(F)F)ccc2Cl)cc1	-7.5%	5.0%	-6.5%	-1.5%	0.1%	1.4	1.5	-1.0	-1.8%	0.9
CNc1ccccc1C(=O)OCC(=O)N1CCN(c2ccc(OC)cc2)CC1	9.4%	-2.2%	3.8%	-11.0%	15.3%	9.3	/	14.6	/	-1.0
Cc1cc(O)c(C(C)C)cc1NC(=O)c1ccc(Cl)cc1	3.9%	-2.3%	-3.7%	-0.6%	-6.7%	0.4	-1.2	0.1	-3.6%	-4.2
Nc1ccc2nc(-c3cccc(-c4nc5ccc(N)cc5[nH]4)c3)[nH]c2c1	7.9%	-22.1%	-1.4%	-1.8%	0.3%	2.8	-6.8	-0.2	11.4%	25.4
COc1ccc(S(=O)(=O)N2CCCCCC2)cc1C(=O)NCc1ccc(C)cc1	8.2%	/	/	/	?	-5.3	/	9.9	-5.2%	-26.8
COc1ccc(-c2cc(C(F)(F)F)n3nc(C(=O)O)nc3n2)cc1	0.6%	?	1.6%	-0.9%	-12.3%[7.66 µM]	-6.4	0.5	2.2	86.9%[activator]	9.5
COC(=O)c1cc(S(=O)(=O)NCC2CCN(Cc3cccc(Cl)c3)CC2)c[nH]1	3.0%	-9.4%	-9.8%	0.2%	2.0%	8.7	/	0.4	2.6%	6.8
COc1ccc(/C=C/C(=O)OC2CCCN(C)C2)cc1 (stereo not drawn)	1.5%	16.7%	1.9%	-0.5%	-14.6%	15.8	-0.4	-0.2	-1.0%	-22.3
COc1ccc(S(=O)(=O)NCCc2cn3nc(C)c(C)nc3n2)cc1	2.4%	?	2.2%	-1.2%	?	-6.1	-6.0	-0.1	8.8%	20.8
C/C=C/c1ccc(OCC(=O)OCc2csc(Nc3ccc(C)cc3)n2)c(OC)c1	5.3%	1.6%	3.6%	0.0%	0.2%	-1.9	-0.9	1.1	/	3.1
CC(C)(CNC(=O)c1cccc(S(=O)(=O)Nc2ccc(Br)cc2)c1)N1CCOCC1	-3.2%	/	/	/	7.3%	-10.4	/	1.3	-9.0%	-18.2
Cc1ccc(N2CCN(C(=O)c3cccc([N+](=O)[O-])c3)CC2)cc1Cl	4.9%	13.2%	32.0%[activator]	2.8%	5.2%	-3.7	1.6	-1.6	-4.5%	0.5
CN(C)CCC(O)(c1ccccc1)c1ccccc1Cl (stereo not drawn)	/	/	/	/	22.4%	87.3	/	/	1.2%	-5.5
N=c1c2ccccc2nnn1-c1cccc(C(F)(F)F)c1	-2.3%	6.0%	0.9%	-0.9%	29.7%	-2.5	0.5	?	0.6%	-4.6
CC(CC(=O)O)NCC1COc2ccccc2O1 (stereo not drawn)	/	/	/	/	-2.3%	-7.9	/	/	1.3%	18.4
CC(=O)N1c2ccc(C)cc2Sc2c1ccc1ccccc21	/	/	/	/	-17.3%	-2.7	/	/	-5.3%	-17.2
CC1(C)CC(=O)C2=C(C1)Nc1cc3c(cc1C2c1ccc(F)cc1)OCO3 (stereo not drawn)	6.7%	5.5%	-2.9%	-0.3%	-3.6%	1.3	-2.5	28.3	482.7%[activator]	-11.0
CC(C)C[C@H](NC(=O)c1nc[nH]c1C(=O)N(C)Cc1ccccc1)C(=O)OC(C)(C)C	-5.8%	-2.7%	-24.2%	-1.6%	-9.8%	8.9	2.3	?	2.8%	-3.9
CC(=O)Nc1ccc(S(=O)(=O)N2CCC(C(=O)Nc3nccs3)CC2)cc1	-2.0%	-3.2%	-19.1%	-2.3%	19.7%	-4.3	/	1.2	-1.5%	3.9
NC(=O)CC(NC(=O)Cc1ccc(Br)cc1)c1ccc(N2CCCCCCC2)c([N+](=O)[O-])c1 (stereo not drawn)	-7.6%	12.9%	-10.4%	/	-51.2%[inhibitor]	-29.0	1.1	1.6	-10.4%	-1.1
CC(=O)Nc1ccc(Nc2ccc3nonc3c2[N+](=O)[O-])cc1	-5.2%	?	11.7%	10.2%	6.5%	3.5	4.2	-6.4	-2.3%	12.6
O=C(Cn1cnc2c(nnn2Cc2ccc(F)cc2)c1=O)NCc1ccc(F)cc1	-1.7%	18.6%	-12.6%	14.9%	-5.4%	8.0	1.5	7.4	4.4%	24.3
COc1ccc(Nc2cc(C(=O)NCCCN3CCN(C)CC3)c3ccccc3n2)cc1	-7.6%	7.9%	-6.3%	-1.1%	-38.0%	6.4	1.1	-2.0	-8.9%	4.1
COCCCC1CCN(C(=O)c2cc(COc3cc(C)ccc3C)on2)CC1	8.4%	4.1%	7.9%	7.0%	-0.7%	-0.9	/	-1.5	-0.7%	-11.6
Cc1cccc(NC(=O)c2cc([N+](=O)[O-])ccc2NCC2CCCO2)n1 (stereo not drawn)	-4.8%	?	18.5%	2.7%	-12.8%	-3.7	0.7	?	-11.6%	8.1
COc1ccc2nc3oc(C(=O)N4CCCCC4)cc3cc2c1	2.0%	?	2.8%	-3.1%	5.9%	-4.1	-2.5	?	145.7%[activator]	14.4
CCOc1ccc(NC(=S)NNC(=O)c2cc(Br)ccc2Cl)cc1	-7.6%	4.6%	-3.1%	1.5%	-6.9%	-4.5	-0.7	1.3	0.0%	12.4
Cc1sc2ncnc(N3CCC(C(=O)Nc4cc(C(F)(F)F)ccc4OCC(F)(F)F)CC3)c2c1C	/	/	/	/	-8.9%	2.6	/	/	-3.5%	1.5
O=C(Nc1ccc2c(c1)CCC2)c1cc(S(=O)(=O)Nc2ccc(F)cc2)c(Cl)cc1Cl	/	/	13.1%	3.0%	-27.6%	2.5	-11.2	-0.5	-16.8%	-5.7
Cc1csc(SCC(=O)N2CCN(S(=O)(=O)c3ccccc3)CC2)n1	3.6%	2.0%	5.3%	-1.8%	4.3%	14.3	1.8	-0.6	3.7%	0.6
O=[N+]([O-])c1ccccc1Nc1ccc(O)cc1	0.0%	?	-3.9%	1.5%	-37.2%	-12.8	-1.2	-3.0	-6.5%	13.3
N#Cc1c(-c2ccccc2)c(-c2ccccc2)n(Cc2ccco2)c1NC(=O)c1cccs1	-5.4%	2.5%	-0.6%	-0.9%	18.5%	-13.4	-0.5	3.8	-7.4%	-4.3
Cc1ccc(C(=O)NCCNC(=O)c2ccccc2)cc1	2.0%	-4.8%	6.8%	0.3%	?	7.3	1.5	12.5	-0.6%	5.6

Of the compounds above, these have two or more sulfur atoms:
SMILES	AT treatment	MBNL1 CUG block	CXXC DNA block	GALK inhibitor	a7 integrin act	KCNH2 WT inh	Coupling enz	TRPV1 ag	S-ASM inh	KCNH2 3.1 inh
CC(=O)Nc1ccc(S(=O)(=O)N2CCC(C(=O)Nc3nccs3)CC2)cc1	-2.0%	-3.2%	-19.1%	-2.3%	19.7%	-4.3	/	1.2	-1.5%	3.9
Cc1csc(SCC(=O)N2CCN(S(=O)(=O)c3ccccc3)CC2)n1	3.6%	2.0%	5.3%	-1.8%	4.3%	14.3	1.8	-0.6	3.7%	0.6

(further entries)
SMILES	AT treatment	MBNL1 CUG block	CXXC DNA block	GALK inhibitor	a7 integrin act	KCNH2 WT inh	Coupling enz	TRPV1 ag	S-ASM inh	KCNH2 3.1 inh
Nc1ncnc(Oc2cccc3cccnc23)c1[N+](=O)[O-]	2.9%	?	5.2%	-2.0%	-16.3%	-2.9	-1.3	-0.1	-0.7%	-10.0
FC(F)(F)c1cc(-c2cccs2)nc2cc(-c3ccccc3)nn12	-1.7%	/	0.0%	0.4%	20.7%	-10.4	3.7	-0.6	295.1%[activator]	6.5
Cc1ccc(N2CSC3=C(C#N)C(c4cccs4)CC(=O)N3C2)cc1 (stereo not drawn)	-1.4%	30.6%[activator]	-7.6%	2.5%	-4.3%	-1.2	-28.4	0.0	0.7%	-1.9
CCCN(CCC)C(=O)COc1cc(=O)n(CC)c2ccccc12	2.1%	-0.5%	15.0%	-1.4%	13.7%	2.2	2.2	2.4	-1.1%	13.2

Outcome played no part in choosing rows. About 2% of those tested had a hit in this group.
